Fam108B counter – Fam108B inhibition, counter-screen for RBBP9 inhibitors. recombinant Fam108B, FP-Rh probe fluorescence polarization. inhibition, % at 9.51 µM. hit rate 0.33% among 300,000. AID 1947;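 active = inhibition above the screen mean inhibition plus 3 SD, computed separately per campaign, cut at about 18% in these data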;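 note: inhibitors lower polarization as less probe binds the enzyme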
GSTO1 counter – GSTO1 inhibition, counter-screen for RBBP9 inhibitors | P78417 | recombinant GSTO1, activity-based probe fluorescence polarization | inhibition, % at 5.96 µM | hit rate 1.1% among 300,000;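 active = inhibition above the campaign mean inhibition plus 3 SD, cut at about 35% in these data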;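 note: 0% = GSTO1-1 with DMSO and 100% = wells lacking GSTO1-1 enzyme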
Target sequence (P78417 whole entry, looked up): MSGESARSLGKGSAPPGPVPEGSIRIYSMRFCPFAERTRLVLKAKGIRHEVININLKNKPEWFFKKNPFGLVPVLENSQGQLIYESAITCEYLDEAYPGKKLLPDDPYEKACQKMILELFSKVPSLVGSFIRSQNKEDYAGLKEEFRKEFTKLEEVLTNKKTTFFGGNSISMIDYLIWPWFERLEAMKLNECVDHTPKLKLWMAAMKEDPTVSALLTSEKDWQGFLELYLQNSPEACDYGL
MEX-5 binding – C. elegans MEX-5 TCR-2 RNA binding activity; AID 1832; MEX-5/FITC-TCR2 RNA binding, fluorescence polarization; stronger effect = lower value; hit rate 0.38% among 300,000; activity score (negative = inhibition of binding), % at 10 µM; Q9XUB2;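 active = inhibition past about -25% in most replicates, and total fluorescence under double the plate's negative control median, limit read from the data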;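 note: 0% = DMSO and -100% = 5 µM competing unlabeled TCR2 RNA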
MCL1-BIM inh – disrupts human MCL1 binding to BIM-BH3 peptide; Q07820; GST-MCL1 / FITC-Bim-BH3 fluorescence polarization; inhibition, % at 10.9 µM; hit rate 0.68% among 320,000; AID 2057;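 active = inhibition above the mean inhibition of all tested compounds plus 3 SD, set per campaign, cut at about 40% in these data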;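 note: 0% = DMSO wells and 100% = unlabeled Bim-BH3 peptide control; higher means more loss of mP so more displacement of Bim peptide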
Target sequence (Q07820 whole entry, looked up): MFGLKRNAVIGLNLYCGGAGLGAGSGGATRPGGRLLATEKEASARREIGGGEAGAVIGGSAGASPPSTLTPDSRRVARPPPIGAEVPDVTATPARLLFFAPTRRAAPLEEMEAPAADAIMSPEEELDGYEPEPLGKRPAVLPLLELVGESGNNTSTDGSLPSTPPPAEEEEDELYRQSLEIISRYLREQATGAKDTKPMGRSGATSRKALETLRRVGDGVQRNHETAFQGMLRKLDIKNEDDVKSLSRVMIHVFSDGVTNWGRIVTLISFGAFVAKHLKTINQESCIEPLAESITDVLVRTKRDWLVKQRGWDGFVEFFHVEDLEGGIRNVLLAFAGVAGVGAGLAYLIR
Bcl-xL primary – Bcl-xL (human) inhibition. GST-Bcl-xL / FITC-Bim BH3 peptide fluorescence polarization. inhibition, % at 10.9 µM. hit rate 0.7% among 320,000. AID 2129;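 active = inhibition above the mean of all tested compounds plus 3 SD, cutoff set per campaign, cut at about 30% in these data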;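 note: 0% = DMSO wells and 100% = unlabeled Bim-BH3 peptide competitor; inhibitors lower millipolarization by displacing the labeled peptide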
PAD4 FP inh – blocks human protein arginine deiminase 4; Q9UM07; recombinant PAD4, RCA probe fluorescence polarization; inhibition, % at 6.36 µM; hit rate 0.41% among 330,000;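 active = percent inhibition above a cutoff equal to the mean of all tested compounds plus 3 SD, cut at about 15% in these data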;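 note: 0% = PAD4 with RCA probe and DMSO and 100% = probe without PAD4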
TPT1 inh – blocks Candida albicans tRNA 2'-phosphotransferase. inhibition, % at 5 µM. AID 1962. recombinant caTPT1, FP RNA substrate dephosphorylation. hit rate 0.81% among 300,000;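 active = inhibition above the mean of all tested compounds plus 3 SD, set per screening campaign, cut at about 24% in these data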;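 note: plate controls were DMSO alone for no effect and ferristatin control at 100 nM for full effect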
PME-1 inh – blocks human protein phosphatase methylesterase 1; inhibition, % at 5.9 µM; Q9Y570; AID 2130; hit rate 0.53% among 320,000; recombinant PME-1, FP-Rh probe fluorescence polarization;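 active = inhibition above the campaign mean of all compounds plus 3 SD, cut at about 26% in these data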;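 note: competitive labeling of PME-1 active site by serine hydrolase directed probe; 0% = PME-1 with DMSO and 100% = wells lacking PME-1 enzyme; inhibitors block probe labeling so polarization falls and inhibition rises; many of its hits are not listed in these tables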
Target sequence (Q9Y570 whole entry, looked up): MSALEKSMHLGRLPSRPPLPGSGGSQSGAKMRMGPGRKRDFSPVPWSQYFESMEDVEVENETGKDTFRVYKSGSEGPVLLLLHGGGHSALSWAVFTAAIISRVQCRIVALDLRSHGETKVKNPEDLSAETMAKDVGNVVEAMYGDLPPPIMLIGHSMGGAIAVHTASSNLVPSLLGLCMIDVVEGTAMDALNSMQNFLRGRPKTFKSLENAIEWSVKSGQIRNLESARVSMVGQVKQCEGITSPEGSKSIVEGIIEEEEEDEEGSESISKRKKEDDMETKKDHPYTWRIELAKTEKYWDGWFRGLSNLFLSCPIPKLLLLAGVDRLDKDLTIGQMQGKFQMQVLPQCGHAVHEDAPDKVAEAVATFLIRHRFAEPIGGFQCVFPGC
GLD-1 RNA inh – GLD-1-TGE RNA interaction inhibition (C. elegans); Q17339; purified GLD-1 + fluorescein TGE RNA, fluorescence polarization; hit rate 0.44% among 320,000; AID 2280; inhibition, % at 5.96 µM;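 active = percent inhibition above a per-plate cutoff, the plate mean of test compounds plus 3 SD, cut at about 30% in these data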;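 note: 0% = DMSO wells with GLD-1 and probe and 100% = wells lacking GLD-1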
Starred values were filed as active, the others as inactive; x = not tested or not shown. An excerpt; count on the stated rates, not on these rows.

Start of the data: the first 17 entries, ahead of the listing:
SMILES	Fam108B counter	GSTO1 counter	MEX-5 binding	MCL1-BIM inh	Bcl-xL primary	PAD4 FP inh	TPT1 inh	PME-1 inh	GLD-1 RNA inh
C(=N\Nc1nc(N2CCOCC2)nc(N2CCOCC2)n1)/c1ccncc1	3	3	0.8	1	-1	-2	-2	-2	6
O=C(CN1C(=O)NC2(CCCCC2)C1=O)Nc1cc(C(F)(F)F)ccc1N1CCCCC1	2	-5	-0.2	0	0	-6	2	-6	2
CCc1cc2c(=O)c(-c3ccc(F)cc3)c(C)oc2cc1OCC(=O)O	-1	-6	3.9	-4	4	-2	-3	0	-2
CN(C)/N=C/c1ccc(OC(=O)c2cccc([N+](=O)[O-])c2)cc1	-3	4	-2.2	-11	-7	0	3	3	-3
COc1ccc(Nc2nc(N3CCOCC3)nc(N3CCOCC3)n2)cc1Cl	1	1	-1.2	0	1	-8	-3	0	-6
O=C(CSc1nc2c(sc3ccccc32)c(=O)n1CCCN1CCOCC1)NCC1CCCO1 (configuration not stated)	-1	-3	-0.4	-1	4	-1	0	-4	-3
CCc1nc2ccc(C(=O)N3CCN(c4ccc([N+](=O)[O-])cc4)CC3)cc2nc1CC	-3	2	-4.2	1	0	0	-2	6	2
O=C1CCC(C(=O)Nc2cccc(Br)c2)N1 (configuration not stated)	2	-1	-1.7	-6	0	4	1	2	3
CCC(=O)Nc1ccc(Oc2ccc(NC(=O)CC)c(NC(=O)CC)c2)cc1	-1	3	-3.6	-3	5	2	-1	-3	-9
CC(=O)N/C(=C\c1ccc(F)cc1)C(=O)NC(Cc1c[nH]c2ccccc12)C(=O)O (configuration not stated)	0	2	-3.6	-12	-2	-1	-1	0	3
COC(=O)C1=C(C)N=c2s/c(=C/c3cccs3)c(=O)n2C1c1cccs1 (configuration not stated)	-4	3	0.4	-2	1	-3	-1	-2	-3
Cc1ccc(-c2noc(C3CCCN(C(=O)c4ccc(C(C)(C)C)cc4)C3)n2)o1 (configuration not stated)	-1	2	3.0	0	2	1	-1	-2	-2
CCOC(=O)Cc1csc2nc(-c3ccccc3)nn12	0	2	0.7	-2	2	2	0	5	4
COc1cc(C)c(/C=C(\C#N)C(=O)Nc2ccc(C)cc2)cc1C(C)C	-5	-4	-3.3	-7	-1	-4	-3	-6	-4
CNC(=O)/C(C#N)=C/c1c(N2CCN(c3ccccc3)CC2)nc2c(C)cccn2c1=O	-3	9	-3.4	16	8	1	-2	-1	-3
Cc1ccc(C)c(NC(=O)Cc2ccc(S(=O)(=O)N3CCCCC3)s2)c1	6	-4	-0.3	-9	0	4	0	-2	1
COc1ccc(NC(=O)C/C(C)=N/NC(=O)c2ccncc2)c([N+](=O)[O-])c1	-4	4	0.5	0	2	-6	-2	-1	4

All compounds of this part, repeating the preview:
SMILES	Fam108B counter	GSTO1 counter	MEX-5 binding	MCL1-BIM inh	Bcl-xL primary	PAD4 FP inh	TPT1 inh	PME-1 inh	GLD-1 RNA inh
C(=N\Nc1nc(N2CCOCC2)nc(N2CCOCC2)n1)/c1ccncc1	3	3	0.8	1	-1	-2	-2	-2	6
O=C(CN1C(=O)NC2(CCCCC2)C1=O)Nc1cc(C(F)(F)F)ccc1N1CCCCC1	2	-5	-0.2	0	0	-6	2	-6	2
CCc1cc2c(=O)c(-c3ccc(F)cc3)c(C)oc2cc1OCC(=O)O	-1	-6	3.9	-4	4	-2	-3	0	-2
CN(C)/N=C/c1ccc(OC(=O)c2cccc([N+](=O)[O-])c2)cc1	-3	4	-2.2	-11	-7	0	3	3	-3
COc1ccc(Nc2nc(N3CCOCC3)nc(N3CCOCC3)n2)cc1Cl	1	1	-1.2	0	1	-8	-3	0	-6
O=C(CSc1nc2c(sc3ccccc32)c(=O)n1CCCN1CCOCC1)NCC1CCCO1 (configuration not stated)	-1	-3	-0.4	-1	4	-1	0	-4	-3
CCc1nc2ccc(C(=O)N3CCN(c4ccc([N+](=O)[O-])cc4)CC3)cc2nc1CC	-3	2	-4.2	1	0	0	-2	6	2
O=C1CCC(C(=O)Nc2cccc(Br)c2)N1 (configuration not stated)	2	-1	-1.7	-6	0	4	1	2	3
CCC(=O)Nc1ccc(Oc2ccc(NC(=O)CC)c(NC(=O)CC)c2)cc1	-1	3	-3.6	-3	5	2	-1	-3	-9
CC(=O)N/C(=C\c1ccc(F)cc1)C(=O)NC(Cc1c[nH]c2ccccc12)C(=O)O (configuration not stated)	0	2	-3.6	-12	-2	-1	-1	0	3
COC(=O)C1=C(C)N=c2s/c(=C/c3cccs3)c(=O)n2C1c1cccs1 (configuration not stated)	-4	3	0.4	-2	1	-3	-1	-2	-3
Cc1ccc(-c2noc(C3CCCN(C(=O)c4ccc(C(C)(C)C)cc4)C3)n2)o1 (configuration not stated)	-1	2	3.0	0	2	1	-1	-2	-2
CCOC(=O)Cc1csc2nc(-c3ccccc3)nn12	0	2	0.7	-2	2	2	0	5	4
COc1cc(C)c(/C=C(\C#N)C(=O)Nc2ccc(C)cc2)cc1C(C)C	-5	-4	-3.3	-7	-1	-4	-3	-6	-4
CNC(=O)/C(C#N)=C/c1c(N2CCN(c3ccccc3)CC2)nc2c(C)cccn2c1=O	-3	9	-3.4	16	8	1	-2	-1	-3
Cc1ccc(C)c(NC(=O)Cc2ccc(S(=O)(=O)N3CCCCC3)s2)c1	6	-4	-0.3	-9	0	4	0	-2	1
COc1ccc(NC(=O)C/C(C)=N/NC(=O)c2ccncc2)c([N+](=O)[O-])c1	-4	4	0.5	0	2	-6	-2	-1	4
CCOC(=O)C1=CC[C@@H](c2cccc(C)c2)N(S(=O)(=O)c2ccc(C)cc2)[C@H]1C(=O)OCC	x	x	x	9	7	2	x	6	1
Cc1ccc(NC(=O)CN(C)S(=O)(=O)c2cccs2)cc1F	-7	-4	-0.5	0	2	-3	-7	-4	6
Cc1ccc2cc(NC(=O)c3ccccc3C)ccc2n1	-5	26	1.4	-9	-1	-2	-1	0	-7
CCOC(=O)C1=C(C)NC(SCC(=O)OC)=C(C#N)C1c1ccc(C(=O)OC)cc1 (configuration not stated)	2	-4	0.7	9	3	2	0	9	9
CCOC(=O)/C(C#N)=c1/s/c(=C2\C=Cc3ccccc3N2CC)c(=O)n1CC	-3	3	-2.3	15	3	-3	-3	-2	2
COc1ccccc1C(=O)N1C(CC(=O)Nc2ccccc2C)C(=O)NC2CCCCC21 (configuration not stated)	2	5	-0.8	-6	-1	1	3	-13	12
O=C(Nc1ccccc1)N1CCCN(Cc2c(F)cccc2Cl)CC1	2	-2	0.4	2	5	4	2	6	1
CCN(Cc1ccccc1)C(=O)c1cccc(S(=O)(=O)N2CCN(Cc3ccccc3)CC2)c1	2	6	0.5	-7	-9	-1	-3	-1	4

Remaining list, next part.
SMILES	Fam108B counter	GSTO1 counter	MEX-5 binding	MCL1-BIM inh	Bcl-xL primary	PAD4 FP inh	TPT1 inh	PME-1 inh	GLD-1 RNA inh
Cc1ccc(S(=O)(=O)N(C)C)cc1NC(=O)CN1CCN(Cc2ccccc2)CC1	-2	-3	4.1	-2	-3	-9	5	14	-5
O=C(NCCc1ccccn1)/C(=C/c1ccco1)NC(=O)c1ccccc1	-3	2	-2.1	6	7	0	4	-1	3
CCCOc1ccccc1C(=O)N(Cc1ccco1)C1CCS(=O)(=O)C1 (configuration not stated)	-3	-3	-1.4	1	-1	-2	-6	1	10
C/C(CC(=O)Nc1ccccn1)=N\NC(=O)c1ccncc1	5	5	0.7	-4	-1	-2	-2	1	-6
C/C(=N\NC(=O)c1ccccc1)c1cccc(Br)c1	-1	0	1.0	5	2	-2	-1	-2	4
COc1cc2cc(C(c3nnnn3C(C)(C)C)N3CCC(C)CC3)c(=O)[nH]c2cc1OC (configuration not stated)	0	-5	-2.0	-4	1	3	-3	-3	1
Cc1ccc(S(=O)(=O)N(C)c2ccc(OCc3cccc(C)c3)cc2)cc1	4	7	0.9	5	4	2	-1	-8	-3
Cc1ccc(-n2nnnc2SC(C)C(N)=O)c(C)c1 (configuration not stated)	4	-4	0.2	0	5	0	-1	-1	1
Cn1c2ccccc2c(=O)c2c(=O)n(-c3ccccc3)c(C3CCCCC3)nc21	2	2	3.4	9	5	0	-1	2	1
CN1CCC(=C(c2ccc(Cl)cc2)c2ccccn2)CC1	-3	7	-1.0	14	10	-4	-2	-10	3
CC(C)Cn1c(SCC(=O)N2CCc3ccccc3C2)nc2cc(Cl)ccc2c1=O	-3	-5	-3.0	5	4	-3	-1	2	-3
Cc1ccc(SC[C@H](c2ccccc2)N2CCN(CCc3ccccc3)CCC2=O)cc1	2	3	1.2	7	0	1	-6	-2	-2
COc1cc(C2=NOC(C(=O)Nc3ccc(C(C)=O)cc3)C2)cc(OC)c1OC (configuration not stated)	-5	3	-4.2	2	2	-3	2	0	-1
Nc1nc(N)c2sc3nc4c(cc3c2n1)CCC4	-2	-8	-0.7	2	10	-1	0	5	5
Fc1ccc(C(c2nnnn2C2CCCC2)N2CCc3ccccc32)cc1 (configuration not stated)	3	3	-1.1	6	7	3	0	3	4
CCOCCCn1c(=S)[nH]c2cc(C(=O)NC3CCCC(C)C3C)ccc2c1=O (configuration not stated)	0	9	4.2	4	11	-1	-3	5	0
O=C(Nc1cc(C(F)(F)F)ccc1N1CCOCC1)c1ccco1	12	1	-4.7	9	6	-3	-2	-1	0
CC(C)=C1C2CCC1C1C(=O)N(c3nccs3)C(=O)C21 (configuration not stated)	-1	9	3.1	0	0	-9	0	2	0
CC(Oc1cccnc1[N+](=O)[O-])C(=O)Nc1ccc(F)cc1 (configuration not stated)	x	x	x	6	2	-1	x	-2	-2
CC(C)OC(=O)CSc1nnc(-c2cnccn2)n1-c1ccccc1	-1	0	1.8	10	6	-3	-4	-6	7
COc1cccc(CN(C)C(=O)c2ccccc2SCC(=O)N2CCCC2)c1	1	-4	-1.0	-1	0	0	2	0	9
COc1ccc(-n2c(Cn3nc(C(F)(F)F)cc3C)n[nH]c2=S)cc1	3	4	0.3	-5	-3	-4	0	5	5
O=C(NNc1ccccc1[N+](=O)[O-])Nc1ccc(F)cc1F	1	10	-0.4	-4	-3	-5	2	-9	-4
COc1ccccc1N(CC(=O)NC1CCCC1)C(=O)CNC(=O)c1cccs1	-2	5	1.6	-5	1	-3	0	-4	-2
N=c1n(Cc2ccccc2)c2ccccc2n1Cc1ccccc1	4	-3	0.4	6	1	-3	0	5	-6

Record cards, from the list above.
`Fc1ccc(C(c2nnnn2C2CCCC2)N2CCc3ccccc32)cc1` (configuration not stated) is entered as Fam108B counter: 3; GSTO1 counter: 3; MEX-5 binding: -1.1; MCL1-BIM inh: 6; Bcl-xL primary: 7; PAD4 FP inh: 3; TPT1 inh: 0; PME-1 inh: 3; GLD-1 RNA inh: 4
`CC(C)OC(=O)CSc1nnc(-c2cnccn2)n1-c1ccccc1` is entered as Fam108B counter: -1; GSTO1 counter: 0; MEX-5 binding: 1.8; MCL1-BIM inh: 10; Bcl-xL primary: 6; PAD4 FP inh: -3; TPT1 inh: -4; PME-1 inh: -6; GLD-1 RNA inh: 7

Source: PubChem BioAssay (several laboratories)
